# Source: PubChem BioAssay (several laboratories)
# Cl transport mod = modulates chloride dependent transport by human KCC2. B-score of Tl+ flux slope (higher = more flux/activation; lower = inhibition) at 10 µM. Q9H2X9. KCC2 cells, thallium flux FluoZin-2 fluorescence. 2.2% of 190,000 active;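 active means thallium flux slope and its plate-corrected score both differing from the plate sample mean at a set confidence after two filtering rounds, in either direction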;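 further: slope of fluorescence scaled to starting intensity during 10 to 20 s after thallium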
# Target sequence (Q9H2X9 whole entry, looked up): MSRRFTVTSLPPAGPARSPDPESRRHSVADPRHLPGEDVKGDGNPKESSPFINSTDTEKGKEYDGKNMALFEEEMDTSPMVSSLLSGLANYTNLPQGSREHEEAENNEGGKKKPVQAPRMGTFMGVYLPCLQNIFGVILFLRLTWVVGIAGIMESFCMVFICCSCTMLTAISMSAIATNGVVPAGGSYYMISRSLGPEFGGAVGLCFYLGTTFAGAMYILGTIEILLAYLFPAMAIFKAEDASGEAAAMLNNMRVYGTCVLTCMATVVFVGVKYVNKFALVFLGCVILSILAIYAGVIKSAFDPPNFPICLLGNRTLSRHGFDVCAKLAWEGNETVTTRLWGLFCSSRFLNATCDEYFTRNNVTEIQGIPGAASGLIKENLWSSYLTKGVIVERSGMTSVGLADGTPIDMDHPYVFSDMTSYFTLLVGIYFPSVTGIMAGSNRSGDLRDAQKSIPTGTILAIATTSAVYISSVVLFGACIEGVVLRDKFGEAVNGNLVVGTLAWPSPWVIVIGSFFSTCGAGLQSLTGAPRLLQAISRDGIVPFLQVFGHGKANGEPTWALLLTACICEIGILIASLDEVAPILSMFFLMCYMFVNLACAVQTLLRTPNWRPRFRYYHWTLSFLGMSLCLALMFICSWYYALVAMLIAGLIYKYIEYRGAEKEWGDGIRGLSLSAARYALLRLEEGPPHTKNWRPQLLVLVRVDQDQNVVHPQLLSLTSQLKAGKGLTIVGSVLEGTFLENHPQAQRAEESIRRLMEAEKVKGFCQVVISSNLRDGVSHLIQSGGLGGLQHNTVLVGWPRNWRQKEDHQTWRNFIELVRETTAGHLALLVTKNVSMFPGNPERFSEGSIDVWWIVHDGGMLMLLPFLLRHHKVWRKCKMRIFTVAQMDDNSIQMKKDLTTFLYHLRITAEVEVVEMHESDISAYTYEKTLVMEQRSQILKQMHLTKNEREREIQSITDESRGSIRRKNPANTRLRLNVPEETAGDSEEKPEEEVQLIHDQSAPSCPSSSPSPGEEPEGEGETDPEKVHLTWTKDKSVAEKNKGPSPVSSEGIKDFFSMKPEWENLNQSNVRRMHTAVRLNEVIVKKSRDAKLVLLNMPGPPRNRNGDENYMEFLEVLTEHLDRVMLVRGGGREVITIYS
# Mdm2 ligase inh = inhibitors of human Mdm2 E3 ubiquitin ligase; 0.11% of 210,000 active; cell-based MDM2 ubiquitination luciferase reporter, 2 h; 0 = plate control, 100 = twice control, blank-subtracted; signal enhancement, % at 5 µM; Q00987;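 active means signal enhancement of 30% or more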;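 further: luminescence tracks abundance of the self-degrading MDM2-luciferase fusion protein; higher signal means inhibition of MDM2 E3 ligase activity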
#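 Assay system: mammalian cells stably expressing self-ubiquitinating, self-degrading MDM2 E3–luciferase fusion. Quantity: 2000 cells in each well. Medium: DMEM culture medium. Compound dosing: single-point 5 µM. Timing: cell settling 4 h, compound treatment 2 h, both 37 °C. Technique: luciferase luminescence. Read-out basis: percent signal gain over controls, blank-subtracted. Benchmarks: plate controls and plate blanks.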
# PERK inh = human PERK inhibition, primary cell-based screen | CHO PERK-DD fusion, SEAP luminescence translation reporter | inhibition, % at 5.6 µM | 0.17% of 220,000 active;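 active means inhibition above the mean inhibition of all tested compounds plus 3 SD, set separately per screening campaign, cut at about 2.9% in these data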;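 further: PERK kinase domain activated by AP20187 dimerizer at 100 nM; 0% = DMSO with dimerizer and 100% = rapamycin at 8.4 µM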
# Rad51 HR inh = blocks human Rad51 in homologous recombination. Q06609. hRad51 DNA strand exchange, fluorescence dequenching. inhibition, % at 10 µM. 0.085% of 200,000 active. AID 1385;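 active means inhibition above 40% at the single screening dose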;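 further: 0% = DMSO control wells and 100% = blanks with heterologous ssDNA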
#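 Test system: preformed human Rad51 ssDNA filaments; also added: Donor/quencher-labelled 47-bp dsDNA substrate; doses: 10 µM final, single point; times: 37 °C 15-min filament assembly, 30-min compound preincubation, 15-min exchange; detection: FRET fluorescence dequenching, excitation 485 nm, emission 520 nm; read-out basis: Fluorescence-based percent inhibition, control- and blank-normalised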
# eIF4E-4G inh = blocks eIF4E binding to eIF4G; P63073+Q04637; TR-FRET eIF4E-eIF4GI(517-606) binding, 2 h; inhibition, % at 21.7 µM; 0.37% of 220,000 active; AID 782;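 active means inhibition above about 30%, limit read from the data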;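 further: 0% = full FRET control wells and 100% = background wells lacking eIF4GI fragment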
# Calpain2 inh = blocks pig calpain II enzyme activity; purified calpain II, fluorogenic peptide substrate, 30 min; inhibition, % at 16 µM; 0.37% of 220,000 active;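 active means inhibition above about 50%, limit read from the data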
# EBV gp42 block = blocks Epstein-Barr virus glycoprotein 42 binding. Fluorescence polarization binding assay, mP read-out. inhibition, % (tested at 21.74 µM). 0.42% of 220,000 active. AID 1085; in the data active means inhibition above about 50%
# zVAD death inh = L929 zVAD cell death inhibition | 0.38% of 220,000 active | L929 zVAD necroptosis rescue, ATP luminescence, 24 h; with zVAD 60 µM | viability rescue, % at 10 µM;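 active means activation, scaled between plate controls, above about 75%, limit read from the data; inactive means activation under that limit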;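 further: 0% = zVAD with DMSO and 100% = DMSO alone without zVAD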
# TNF death inh = blocks TNF-alpha induced death of Jurkat FADD-/- cells; Jurkat FADD-/- TNF necroptosis rescue, ATP luminescence, 24 h; 0 = TNF only, 100 = no-TNF cells; activation (protection from cell death), % at 10 µM; 0.068% of 220,000 active;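 active means activation, meaning protection from cell death, of at least 50% relative to plate controls; inactive means activation below 50%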;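 further: necroptosis triggered by 40 ng/mL TNF-alpha added together with compound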
# Starred values were filed as active, the others as inactive; . = not tested or not shown; [ ] = dose if it differs, or a comment.
Structure	Cl transport mod	Mdm2 ligase inh	PERK inh	Rad51 HR inh	eIF4E-4G inh	Calpain2 inh	EBV gp42 block	zVAD death inh	TNF death inh
CCCn1c(=S)[nH]c2cc(C(=O)NCC3CCCO3)ccc2c1=O (configuration not stated)	1.7	-38	0.2	6	2	12	-1	0.8	0.1
COc1cccc(Cn2c(C3CC3)nc3ccc(NC(=O)c4ccco4)cc3c2=O)c1	.	9	-0.8	3	-8	-7	-13	-0.1	-10
Cc1ccc(C(=O)N2CCN(c3ccccc3Cl)CC2)cc1[N+](=O)[O-]	-1.7	-5	-0.1	-6	3	47	-5	0.0	0.5
CCCCN(CCCNC(=O)C1CCN(S(=O)(=O)N2CCOCC2)CC1)c1ccccc1	.	6	-1.0	-1	2[fluorescence artefact?]	-34	4	2.7	-1.4
Cc1cccc(C)c1NC(=O)C1(N(Cc2ccco2)C(=O)Cn2nnnc2N)CCCCC1	0	3	1.1	17	-4	32	3	0.9	-1.9
COC(=O)c1ccccc1NC(=S)NC(=O)c1ccccc1F	4.9	-5	0.5	4	8	-1	8	0.9	0.9
Cc1nn(Cc2ccc(Cl)cc2Cl)c(C)c1NC(=O)c1sc2ccccc2c1Cl	-0.025	-6	0.3	13	-3	37	-10	0.0	-5.8
CC(C)(C)C(=O)NC(=S)Nc1cc(C(=O)O)ccc1Cl	0.0081	-6	2.0	-5	0	-34	-1	0.4	0.9
CCC(C)(C)C1CCC(=NNC(=O)c2ccc(Br)o2)CC1 (configuration not stated)	0.025	-17	0.4	5	1	4	-14	1.1	1.2
Cc1cc(-c2nn3c(-c4ccccc4)nnc3s2)c2ccccc2n1	-0.62	-17	-0.9	-8	13	-2	-9	0.1	-12
O=C(c1cncc(Br)c1)N1CCN(c2ccc(N3CCOCC3)nn2)CC1	.	-9	0.6	8	3	-150	-18	-0.3	0.1
Cc1ccc(Nc2nc(N3CCOCC3)c3ccccc3n2)cc1	0.29	-27	-0.4	7	-2	-2	5	0.4	-0.1
CC1SCC(NC(=O)c2ccccc2Cl)CS1 (configuration not stated)	0.21	-16	1.4	3	2	-11	-8	0.5	0.4
Cc1ccc(N2C(=O)N(CC(=O)N3CCCc4ccccc43)C(=O)C2C)cc1 (configuration not stated)	-0.68	2	0.3	3	-6	11	-20	0.1	-1.0
Cn1cnnc1-c1cccc(NC(=O)c2cc(F)c(F)cc2Cl)c1	0.0019	-7	0.3	-6	1	-4	-11	-0.6	0.4
Cc1cc(C)c2cc(CNC3CCCC3)c(Cl)nc2c1	0.51	1	-0.1	-4	4	-37	-4	1.6	3.2
CCCC(=O)Nc1ccc(C(=O)NN=C(C2CC2)C2CC2)cc1	-1.1	4	-0.1	14	8	-3	-3	1.4	0.9
Cc1nc(CN2CCN(Cc3nc(C(c4ccccc4)c4ccccc4)no3)CC2)cs1	.	-9	0.6	.	-3	30	-1	0.1	0.9
O=C(NCC(c1cccnc1)N1CCOCC1)C1CCCCC1 (configuration not stated)	0.14	3	1.1	-15	-1[fluorescence artefact?]	-14	-15	0.5	0.0
CC1(C)Cc2c(sc3c2C2=NCCN2C=N3)CO1	7*	.	-0.3	-9	.	.	.	0.1	0.1

# Entries listed above printed as active in Cl transport mod.
structure,Cl transport mod,Mdm2 ligase inh,PERK inh,eIF4E-4G inh,Calpain2 inh,EBV gp42 block
CC1(C)Cc2c(sc3c2C2=NCCN2C=N3)CO1,7*,.,-0.3,.,.,.

# Remaining list, next part.
Structure	Cl transport mod	Mdm2 ligase inh	PERK inh	Rad51 HR inh	eIF4E-4G inh	Calpain2 inh	EBV gp42 block	zVAD death inh	TNF death inh
O=S(=O)(C/C(=C/CO)S(=O)(=O)c1ccccc1)c1ccccc1	.	16	-1.5	-1	1	-30	-3	6.0	-9.2
Cc1nc(-c2cccc(NS(=O)(=O)c3cccc4ccccc34)c2)cs1	.	-12	0.4	-9	1	2	0	0.7	0.3
O=C(CSCc1ccc(Br)cc1)Nc1ccc(S(=O)(=O)N2CCOCC2)cc1	.	-70	1.2	.	4	9	-12	0.4	-0.6
Cc1nn(C)c(Cl)c1C(=O)NCC(=O)NCc1ccccc1	0.13	-7	0.9	42*	-1	-14	6	4.3	0.5
C=CCNC(=S)Nc1ccc(N(C)C)cc1	0.85	-3	1.4	20	-2	-14	-3	-0.1	-1.3
COc1cc(CNn2cnnc2)ccc1OCC(=O)NC1CCCCC1	.	-12	0.2	0	-16	7	-20	-0.3	0.8
CSc1ccccc1NC(=S)Nc1cc(C)cc(C)c1	-0.017	-3	-0.3	-9	-1	-35	2	0.1	-2.5
N#C/C(=C(/O)CSc1ccccn1)c1nc2ccccc2s1	-0.3	24	-1.1	-6	3	26	-10	-0.4	-0.4
O=C(/C=C/c1ccc(F)cc1)N1CCCc2ccccc21	-2.1	-12	0.3	-42	0	36	5	19	1.1
COc1ccc(C2CC(O)(c3ccccc3)Oc3cc(OC)ccc32)cc1 (configuration not stated)	-0.96	-12	.	2	-5	12	0	0.4	-4.9
Cc1cc(C)c(C#N)c(SCc2ccccc2F)n1	-0.084	-5	0.4	-12	0	12	0	1.6	-0.7
Cc1nc(Nc2ccc(C(=O)O)cc2)sc1-c1ccccc1	-0.4	.	0.8	.	2	-5	5	8.2	-1.1
Cn1cc(CN2CCC(C(O)c3cccs3)CC2)c(-c2ccccc2F)n1 (configuration not stated)	-0.56	-12	-1.0	5	-2	20	-7	-0.4	1.9
COc1ccc(Cl)cc1NC(=O)Nc1ccccc1SC	-0.39	-2	0.0	-3	2	8	-16	1.7	0.5
Cc1ccc(NC(=O)COC(=O)CNC(=O)c2cccc([N+](=O)[O-])c2)cc1S(=O)(=O)N1CCCCCC1	-0.076	1	0.4	-5	8	45	-14	1.6	0.8
Cc1ccc(Cn2ccc(=O)c(OCc3c(Cl)cccc3Cl)c2C)cc1	0.094	-5	-1.4	6	9[fluorescence artefact?]	0	-22	-0.2	-1.5
CCOCc1cn(CC(=O)c2ccc([N+](=O)[O-])cc2)c(C)nc1=N	0.03	-6	0.7	-4	0[fluorescence artefact?]	-4	-11	-0.3	-2.6
O=C(Nc1ccc2c(c1)OCCO2)N1CCN(Cc2ccccc2)CC1	-1.2	-10	-0.3	-3	-5	8	-18	1.2	2.3
CC1(C(=O)NCCCNc2ncc(C(F)(F)F)cc2Cl)C=CCN1C(=O)c1ccccc1 (configuration not stated)	-0.13	.	0.2	9	2[fluorescence artefact?]	-6	-6	3.2	-3.0
Cc1noc(C)c1CSc1ncnc2sc(C)c(C)c12	0.27	-10	-0.9	5	-1	-10	7	1.3	-1.0

# Taken from above.
# In Calpain2 inh, O=C(CSCc1ccc(Br)cc1)Nc1ccc(S(=O)(=O)N2CCOCC2)cc1 has 9
# In TNF death inh, CCOCc1cn(CC(=O)c2ccc([N+](=O)[O-])cc2)c(C)nc1=N has -2.6

# New compounds follow
Structure	Cl transport mod	Mdm2 ligase inh	PERK inh	Rad51 HR inh	eIF4E-4G inh	Calpain2 inh	EBV gp42 block	zVAD death inh	TNF death inh
O=C(CN1C(=O)c2cccc3cccc1c23)N1CCN(c2ccccc2)CC1	-1.2	-4	0.1	0	-2[fluorescence artefact?]	-59	0	-0.1	-1.9
CC(C)C(=O)Nc1nnc(Sc2ccc(N(C)C)cc2)s1	0.45	.	0.2	-8	-16	28	-13	0.4	-0.4
CCSc1nnc(NC(=O)C(C)Sc2nc3ccccc3[nH]2)s1 (configuration not stated)	-1.2	-11	1.1	-9	4	2	-20	0.6	2.7
O=C(c1cccc(S(=O)(=O)NCCOc2ccccc2)c1)N1CCN(c2ncccn2)CC1	-0.15	-8	0.0	3	2	-18	0	-0.7	-2.6
Cc1ccc(/C=N/NC(=O)NN(C)c2ncc(C(F)(F)F)cc2Cl)cc1	.	-82	0.5	.	-2	6	-9	1.3	0.5
CC(C)(C)C(=O)CSc1nc2ncc(Br)cc2[nH]1	.	-25	0.2	-4	2	-3	-16	11	2.4
Cc1cccc2c1-c1sc(C(=O)N3CCc4ccccc4C3)cc1CO2	-1.2	.	0.9	.	5	-172	-21	.	0.4
Cc1cc(C)c(S(=O)(=O)N(C)c2ccccc2)c(C)c1	-0.51	-11	0.6	0	-3	27	-4	0.5	-0.4
COc1cc2c(cc1NC(=O)CN1C(=O)NC3(CCc4ccccc43)C1=O)oc1ccccc12 (configuration not stated)	0.47	-1	-1.1	2	-4	-388	62*	5.3	-0.3
CCOC(=O)COc1nc(-c2ccco2)cc(-c2ccco2)c1C#N	-1.6	-5	-0.3	1	-5	-289	-17	1.1	-0.3
Cc1ccc(O)c(C2=Nc3ccccc3N=C(c3cccc([N+](=O)[O-])c3)C2)c1	-1.1	-69	0.7	-1	-1	-6	-12	2.0	1.8
COC(=O)c1c(NC(=O)C(Cl)Cl)sc2c1C(C(=O)OC)CC2 (configuration not stated)	.	-5	-1.2	4	2	13	-15	0.0	-1.8
CC(=O)c1c(C)[nH]c(C(=O)OC2CCCCC2=O)c1C (configuration not stated)	.	-13	-0.5	2	-9	21	-3	0.0	-3.4
CCOC(=O)/C(=N\Nc1ccccc1Cl)N1CCN(C)CC1	-0.22	-9	0.4	4	-7[fluorescence artefact?]	9	-18	-0.2	0.9
COc1ccc(-c2nc(CN3CCCCC3c3cccnc3)c(C)o2)c(F)c1 (configuration not stated)	-0.17	-5	0.2	-2	0	-55	11	-1.6	2.1
CCN1C(c2ccccc2)=C(c2ccccc2)S/C1=C\C=C1/SC(=S)N(C)C1=O	.	.	0.0	-13	.	.	.	-0.5	-9.1
CC1=CC=CC2=N/C(=N\S(=O)(=O)c3ccc(F)cc3F)c3ccccc3CN12	-0.94	-9	-0.3	-6	1	8	-9	4.2	2.8
CCC(C)Sc1nc2c(c(=O)[nH]c(=O)n2C)n1CC(O)COc1ccccc1C (configuration not stated)	0.56	-7	-0.6	1	1	-5	-12	0.9	-4.0
CN(/N=C/c1cccnc1)c1cnc2ccccc2n1	-1.6	-25	-0.2	-3	-1	-3	-12	8.9	4.9
Cc1sc(NC(=O)CSc2nnc(COc3ccccc3)n2C)c(C#N)c1C	2	-9	0.5	8	-3	-36	-11	-0.2	-1.7
COc1cc(O)c(C(CC(=O)N2CCN(c3ccccc3)CC2)c2ccc3c(c2)OCO3)c(OC)c1 (configuration not stated)	-1.9	14	.	1	-5	-42	-20	1.6	0.1
CCOC(=O)CN(C(=O)CNC(=O)c1cccs1)C(C(=O)NC1CCCCC1)c1cccs1 (configuration not stated)	0.86	.	-0.9	-4	3	27	-14	-1.1	-0.7
COc1ccc(-c2cn3cccnc3n2)cc1NS(=O)(=O)c1ccccc1	0.6	-29	1.1	.	3	-167	-6	-0.5	-1.0
COC(=O)C1=C(C)NC(C)=C(C(=O)OC)C1c1ccco1	-0.77	-5	0.0	-3	1	2	-9	0.4	-4.1
COCCCN(C(C)=O)c1nc(-c2ccc(OC)cc2)cs1	.	-13	-0.9	-3	2	-44	-9	1.3	-6.7

# Random draw from the library. About 3.6% of those tested had a hit in this group.
